M1 PAM parental: nonselective calcium activators in parental CHO-K1 cells, primary screen, counter-screen for M1 PAM project, cell-based, Fluo-8 calcium fluorescence, full deck, 1536-well | ATP EC20; 0% at ATP EC20, 100% at ATP max | activation, % at 3 µM | 360,000 tested, 0.02% active | AID 602247, 2012;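 active = activation above the run cutoff, the mean activation of all test compounds plus 3 SD, cut at about 40% in these data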;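 note: peak over basal fluorescence ratio in a 140 s read after ATP addition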
TAAR1 antag: human TAAR1 antagonists, primary screen, Fluo-8 calcium fluorescence, CHO RD-HGA16 cells. inhibition, % at 3 µM. 360,000 tested, 1.5% active. Trace amine-associated receptor 1 (Homo sapiens), Q96RJ0. antagonist;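 active = inhibition above a per-plate cutoff, the mean inhibition of test compounds on that plate plus 3 SD, cut at about 49% in these data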;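 note: 0% = DMSO plus EC80 beta-PEA response and 100% = DMSO alone without agonist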
Target sequence (Q96RJ0 whole entry, looked up): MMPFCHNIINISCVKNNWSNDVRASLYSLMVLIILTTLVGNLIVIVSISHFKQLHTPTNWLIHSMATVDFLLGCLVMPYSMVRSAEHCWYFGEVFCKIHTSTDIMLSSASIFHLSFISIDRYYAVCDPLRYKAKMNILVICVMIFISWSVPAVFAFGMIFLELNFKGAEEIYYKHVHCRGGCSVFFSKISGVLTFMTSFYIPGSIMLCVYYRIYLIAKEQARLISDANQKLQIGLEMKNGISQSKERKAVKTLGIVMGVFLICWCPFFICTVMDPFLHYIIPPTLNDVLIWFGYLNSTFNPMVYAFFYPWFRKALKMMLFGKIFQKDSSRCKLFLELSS
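System: RD-HGA16 CHO cells with stable hTAAR1 and Gα16 | Probe or stimulus: EC80 β-phenethylamine stimulus | Dosing: 3 µM, single point | Times: Dye loading 75 min at 37 °C, then 30 min room temperature | Measured by: Fluo-8 calcium-sensitive fluorescence | Read-out basis: % inhibition of agonist calcium response | Replicates: n of 1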
V1R ag counter: agonists of human V1a receptor, primary screen, counter-screen for OXTR agonist project, fluorescence, CHO-V1R cells; Vasopressin V1a receptor (Homo sapiens), P37288; AID 2797, 2010; 320,000 tested, 0.25% active; Fluo-8 calcium fluorescence, agonist mode; 0% DMSO, 100% 3 nM vasopressin; activation, % at 3 µM;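 active = activation above the mean activation of all tested compounds plus 3 SD, per screening run, cut at about 20% in these data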;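 note: signal is peak over basal fluorescence ratio across a 100 second FLIPR read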
Target sequence (P37288 whole entry, looked up): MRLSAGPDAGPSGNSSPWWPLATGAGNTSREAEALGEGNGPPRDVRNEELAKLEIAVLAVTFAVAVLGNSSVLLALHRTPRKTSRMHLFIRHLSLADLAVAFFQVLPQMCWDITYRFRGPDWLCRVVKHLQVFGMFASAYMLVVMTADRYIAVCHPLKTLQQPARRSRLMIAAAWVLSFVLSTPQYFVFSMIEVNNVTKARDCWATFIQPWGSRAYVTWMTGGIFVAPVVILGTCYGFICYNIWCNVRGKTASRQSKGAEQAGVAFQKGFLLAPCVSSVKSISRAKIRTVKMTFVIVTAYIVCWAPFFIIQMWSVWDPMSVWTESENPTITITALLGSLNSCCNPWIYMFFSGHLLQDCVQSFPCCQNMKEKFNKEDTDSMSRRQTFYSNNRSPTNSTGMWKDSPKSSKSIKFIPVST
CHO-K1 Ca antag: nonselective inhibitor or artifact in parental CHO-K1 cells; ATP-induced calcium, Fluo-8 fluorescence; inhibition, % at 3 µM; 360,000 tested, 0.6% active;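 active = inhibition above a per-plate cutoff, the plate's mean sample inhibition plus 3 SD, cut at about 24% in these data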;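 note: 0% = DMSO plus EC80 ATP and 100% = DMSO alone without ATP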
M1 ag: human M1 muscarinic receptor agonists, primary screen, Fluo-8 calcium fluorescence, CHO-K1 cells, HTS | CHO-K1 hM1, agonist mode; 0% DMSO, 100% acetylcholine EC100 | 360,000 tested, 0.33% active | activation, % at 3 µM;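 active = activation above the run's mean compound activation plus 3 SD, cut at about 16% in these data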;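 note: peak over basal fluorescence ratio within a 140 s kinetic read after compound addition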
TAAR1 ag: human TAAR1 agonists, primary screen, Fluo-8 calcium fluorescence, CHO RD-HGA16 cells; AID 624467, 2012; activation, % at 3 µM; Trace amine-associated receptor 1 (Homo sapiens), Q96RJ0; vehicle wells 0%, saturating PEA agonist 100%; 360,000 tested, 0.99% active;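 active = activation above the mean activation of all test compounds in the run plus 3 SD, cut at about 38% in these data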
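Benchmarks: low control DMSO, high control PEA (EC100); System: CHO RD-HGA16 cells carrying human TAAR1 plus Gα16; Detection: Fluo-8 fluorescence, 5 s baseline then 140 s kinetic read; Schedule: 17-24 h plating, Fluo-8 75 min 37 °C, 30 min RT; Read-out basis: % activation from peak over basal fluorescence ratio, DMSO-to-PEA scaled.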
OXTR potentiate: human OXTR potentiators, primary screen, fluorescence, CHO-OTR cells, Fluo-8 calcium; Oxytocin receptor (Homo sapiens), P30559; Fluo-8 calcium fluorescence, potentiator mode; 0% = oxytocin EC15, 100% = EC100; activation, % at 3 µM; 320,000 tested, 0.061% active;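 active = activation above that plate's cutoff, the mean activation of tested compounds plus 3 SD, cut at about 6.6% in these data, passing the limit was not always enough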;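 note: 100% uses oxytocin at 75 nM as the full agonist control; some results filed as inactive read as strong as hits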
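Dosing: Single dose, 3.0 µM nominal final compound concentration | Material: Human OTR in CHO cells | Technique: Kinetic Fluo-8 calcium fluorescence | Benchmarks: EC15 oxytocin alone as 0%, 75 nM oxytocin as 100% | Probe or stimulus: Oxytocin at about EC15, sub-maximal agonist stimulus | Incubation: Compound 6 min at room temperature before oxytocin, 100 s read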
M1 ag parental: counter-screen for M1 agonists: effect in parental CHO-K1 cells. Fluo-8 calcium fluorescence; scaled to maximal ATP response, vehicle zero. activation, % at 3 µM. 360,000 tested, 0.48% active; in the data active = activation above about 15%;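 note: untransfected CHO-K1 host cells lacking M1 receptor as counterscreen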
CHO parental Ca: ATP-evoked calcium signal inhibitors, parental CHO, primary screen, counter-screen for OX1R antagonist project, cell-based, fluorescence, Fluo-8 calcium dye; parental CHO-K1, ATP-induced calcium, Fluo-8 fluorescence; inhibition, % at 5.6 µM; 330,000 tested, 0.63% active;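 active = inhibition above that plate's mean sample inhibition plus 3 SD, cut at about 26% in these data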;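 note: 0% = ATP-challenged DMSO wells and 100% = DMSO wells without ATP; some compounds past the cut are filed as inactive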
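Assay system: untransfected parental CHO cell line. Also added: ATP agonist challenge. Dosing: one dose, 5.6 µM nominal. Measured by: Fluo-8 fluorescence. Read-out: % inhibition. Benchmarks: ATP wells versus no-ATP DMSO wells. Repeats: no replicates.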
Active calls of the source: *; nt = no result given.

SMILES	M1 PAM parental	TAAR1 antag	V1R ag counter	CHO-K1 Ca antag	M1 ag	TAAR1 ag	OXTR potentiate	M1 ag parental	CHO parental Ca
O=C(CSc1ccc(-c2ccco2)nn1)c1cccc([N+](=O)[O-])c1	16	-12	1.2	-5	-9	0	-11	3.8	-14
Cc1ccccc1NC(=O)c1cn2c(nc3ccccc32)c(C#N)c1C	12	-17	-0.7	-8	-2	2	-3	-0.1	-13
NC(=O)C1(N2CCCCC2)CCN(C(=S)Nc2ccc(F)c(Cl)c2)CC1	10	-5	3.9	-5	-3	9	-8	0.6	-2
Cc1ccc2nc(NC(=O)C3CSC4(C)CCC(=O)N34)sc2c1 (configuration not stated)	-13	-6	0.2	-7	-1	2	-2	0.3	-19
COC(=O)C1C(=O)NCC1c1ccc(OC)cc1 (configuration not stated)	1	-14	0.8	-10	-5	9	2	0.0	-1
O=C(NCc1ccccc1)/C(=C/c1cccc([N+](=O)[O-])c1)NC(=O)c1ccco1	6	-16	-0.9	-16	-3	0	0	0.2	-9
CCOC(=O)c1cn2nc(SCc3ccccc3)nc2nc1C	6	4	1.3	-4	-2	7	1	1.6	-6
C[C@@H]1CCCCO[C@H](CN(C)Cc2ccc(Cl)c(Cl)c2)[C@@H](C)CN([C@H](C)CO)C(=O)c2cc(N(C)C)ccc2O1	17	-2	nt	-16	-9	-2	nt	0.1	nt
CC12CCC(c3nnc(SCc4ccc(Cl)cc4)nc31)C2(C)C (configuration not stated)	15	-13	-1.1	-9	-4	0	-11	0.4	-9
CC(C)(C)c1ccc(C(=O)N2CCC(=O)N([C@H](COCc3ccccc3)Cc3ccccc3)CC2)cc1	-6	71*	nt	6	nt	8	nt	5.1	nt
Cc1ccc(S(=O)(=O)NC2=NCN(CCOC(=O)c3ccccc3)CN2)cc1	0	-5	0.4	7	-1	6	2	3.5	-8
COc1ncnc2c1ncn2CCCN1CCN(Cc2cccc3ccccc23)CC1	25	-25	nt	-11	-5	3	nt	1.7	nt
Cc1cccc(C(C)C)c1NC(=O)C(C)OC(=O)Cn1cnc2c1c(=O)n(C)c(=O)n2C (configuration not stated)	-12	10	-0.3	-7	-4	-1	-1	0.5	-27
COc1ccc(CC(=O)OCC(=O)c2c(N)n(C)c(=O)n(C)c2=O)cc1OC	5	-3	1.5	-12	-2	1	-2	0.5	-6
Cc1cc(C)n2nc(SCC(=O)N(CC(C)C)c3c(N)n(CC(C)C)c(=O)[nH]c3=O)nc2n1	9	-5	-0.1	-11	0	0	6	0.8	4
COCCCNC(=O)/C(C#N)=C/c1c(N2CCN(c3ccc(OC)cc3)CC2)nc2c(C)cccn2c1=O	6	43	2.1	-1	-1	24	-5	2.6	-23
Cc1cccc(NC(=O)c2ccc3c(=O)n(CC4CCCO4)c(=S)[nH]c3c2)c1 (configuration not stated)	-21	20	9.7	22	0	13	-11	1.0	6
COc1ccc(CCNC(=O)CSc2nc3scc(-c4ccccc4)c3c(=O)[nH]2)cc1	8	39	8.0	-8	0	8	-12	2.8	-5
Cc1c(C(=O)N2CCN(c3ccccn3)CC2)oc2c1C(=O)CC(C)(C)C2	1	49	1.6	-10	0	12	-5	7.1	-7
C/C(=N\Nc1ccc(S(=O)(=O)Nc2ccccc2)cc1[N+](=O)[O-])c1ccncc1	nt	-17	-0.1	nt	nt	4	-5	nt	-14
CCCN=Cc1sc2ccc(OCC)cc2c1O	14	-36	-1.5	-13	-3	10	-3	0.5	-12
O=C(N/N=C\c1ccc[nH]1)c1cncc(Br)c1	23	4	0.6	-16	-1	1	-3	0.5	-11
O=C(NCCN1CCOCC1)C1CCN(S(=O)(=O)c2ccccc2)CC1	15	2	nt	-15	-6	1	nt	0.7	nt
O=C(c1ccc(Cl)cc1)C(CN1CCCCC1)c1ccccc1 (configuration not stated)	-16	13	0.4	-6	-9	12	-5	0.7	-10
CCOC(=O)N1CCN(C(=O)CSCc2ccccc2)CC1	19	-25	-0.3	-9	-4	3	-2	0.5	-7
COc1c(C)cccc1C(=O)NC(=S)Nc1cccc2nsnc12	7	0	nt	0	-1	5	nt	-0.4	nt
O=C(COc1ccccc1C(=O)O)Nc1nc2ccc([N+](=O)[O-])cc2s1	4	-7	9.8	11	4	8	-30	13	42*
CCN(CC(=O)Nc1ccc(NC(C)=O)cc1)C(=O)c1ccccc1CCc1ccccc1	0	38	-0.4	-1	1	13	-22	4.3	-3
CCOc1ccc(C(C)(C)C)cc1S(=O)(=O)N1CC(C)OC(C)C1 (configuration not stated)	18	9	-1.6	-4	-5	12	-14	0.7	-25
COc1cc(CC(=O)Nc2ccc(S(=O)(=O)NC3=NCCCCC3)cc2)cc(OC)c1OC	-21	-29	0.9	6	-3	6	-7	-0.2	-3

Four structures out of the list, arranged by molar mass, smallest number first:
SMILES	M1 PAM parental	TAAR1 antag	V1R ag counter	CHO-K1 Ca antag	M1 ag	TAAR1 ag	OXTR potentiate	M1 ag parental	CHO parental Ca
COC(=O)C1C(=O)NCC1c1ccc(OC)cc1 (configuration not stated)	1	-14	0.8	-10	-5	9	2	0.0	-1
O=C(COc1ccccc1C(=O)O)Nc1nc2ccc([N+](=O)[O-])cc2s1	4	-7	9.8	11	4	8	-30	13	42*
Cc1cccc(NC(=O)c2ccc3c(=O)n(CC4CCCO4)c(=S)[nH]c3c2)c1 (configuration not stated)	-21	20	9.7	22	0	13	-11	1.0	6
COc1ccc(CCNC(=O)CSc2nc3scc(-c4ccccc4)c3c(=O)[nH]2)cc1	8	39	8.0	-8	0	8	-12	2.8	-5

The results go on:
SMILES	M1 PAM parental	TAAR1 antag	V1R ag counter	CHO-K1 Ca antag	M1 ag	TAAR1 ag	OXTR potentiate	M1 ag parental	CHO parental Ca
Oc1[nH]c2ccccc2c1C=Nc1ccccc1	7	-27	-1.2	-6	-4	1	0	-0.1	-6
Cc1ccc(CN2CCN(Cc3cn(C)nc3C)CC2CCO)o1 (configuration not stated)	3	2	0.4	-4	-10	0	-1	0.5	-7
Cc1ccc2c(c1)C(=O)C(=O)N2Cc1ccc(Br)cc1	-8	82*	-0.5	1	21*	18	-4	0.4	-13
CCc1ccc(NC(=O)CCn2nc(C)c(S(=O)(=O)N3CCCCC3)c2C)cc1	-2	-10	8.6	-3	1	2	-11	4.8	-25
Cc1cccn2c(=O)c3cc(C(=O)NCC4CCCO4)c(=N)n(CCc4ccccc4)c3nc12 (configuration not stated)	5	2	0.7	-2	-11	-4	-12	1.4	-4
NCc1csc(NC(=O)Nc2cccc(C(F)(F)F)c2)n1	17	13	nt	-5	-4	7	nt	0.5	nt
CC(CC(=O)N1CCN(C(=O)c2ccccc2)CC1)c1ccccc1 (configuration not stated)	-9	-25	-0.3	8	-3	6	-5	-0.1	-4
N#CCCN(C1CCCCC1)S(=O)(=O)CCOc1ccccc1	12	14	1.9	-10	-2	1	-2	1.0	-20
Cc1ccc(C(=O)NCC(=O)NC2CCC(C)CC2)s1 (configuration not stated)	15	-4	-0.1	-13	-4	3	1	-0.8	-16
CCCCn1c(N)c(N(CC(C)C)C(=O)c2ccc(-n3c(C)ccc3C)cc2)c(=O)[nH]c1=O	-13	-11	0.0	16	1	1	-9	-0.1	-5
CCCCN(C(=O)/C=C/c1ccco1)c1c(N)n(CCC)c(=O)[nH]c1=O	11	-21	0.1	-6	-5	1	-2	9.6	-20
Cc1cccc(OCC(=O)Nc2nnc(S(=O)(=O)N3CCCCC3)s2)c1	5	-24	1.1	5	2	1	-3	7.4	-5
O=C(O)c1ccc(Cl)c(S(=O)(=O)NC(Cc2ccccc2)C(=O)O)c1 (configuration not stated)	-6	-15	0.7	2	-2	3	-4	-0.2	-6
Cn1c(Oc2ccncc2)nc2cc(-c3ccsc3)sc2c1=O	17	-9	nt	-8	-4	3	nt	1.0	nt
Cc1cc(C(F)F)n2nc(C(=O)Nc3ccccc3Br)nc2n1	16	19	-0.2	-12	-5	5	5	0.6	-7
CCCNc1ncnc2onc(C)c12	-18	-2	0.5	12	-3	4	-9	0.0	14
c1coc(CNc2ncnc3sc4c(c23)CCCCC4)c1	8	8	-1.6	-12	-4	12	-7	0.1	-22
Cc1ccc(N2C(=O)C3CCC(c4ccccc4)CC3C2=O)cc1 (configuration not stated)	-10	18	4.2	10	-1	5	-13	0.9	-7
COc1ccccc1/C=N/NC(=O)CC(=O)NCc1ccccc1	19	7	-0.5	-13	-3	8	2	0.3	-6
CCOC(=O)CCS(=O)(=O)c1ccc(-c2ccc(S(=O)(=O)CCC(=O)OCC)cc2)cc1	14	5	3.6	-26	0	13	-8	2.3	-11
CCc1ccc(N2CC(C(=O)N(CC)CC(=O)Nc3c(F)cccc3F)CC2=O)cc1 (configuration not stated)	21	3	nt	-10	-5	-2	nt	0.6	nt
Cc1ccc(Cl)cc1N1CCN(C(=O)Cc2cn(C)c3ccccc23)CC1	-9	36	0.3	-10	-3	2	-19	0.1	-23
C=CCn1c(SC)nccc1=O	19	3	nt	-18	0	0	nt	0.4	nt
COc1ccc(C(=O)Nc2nc3ccc(S(C)(=O)=O)cc3s2)cc1OC	15	26	0.1	-1	-8	10	-3	3.6	-18
COc1cc(Cl)ccc1S(=O)(=O)n1nc(C)cc1C	24	-10	-0.6	-21	-12	7	-7	1.2	-18
Cc1cccc(NS(=O)(=O)c2cccc(C(=O)NCC3(N4CCCCC4)CCCCC3)c2)c1	7	-2	0.1	-12	-6	0	-3	1.6	-14
CCN(C(C)=O)c1cccc2ccccc12	8	nt	0.4	-3	-3	nt	-5	-0.1	3
N#Cc1c(NC(=O)CSc2ncn[nH]2)sc2c1CCCCC2	7	8	8.4	-21	-2	21	-7	6.7	10
CCS(=O)(=O)c1c(S(=O)(=O)CC)c2ccccn2c1C(N)=O	-10	6	0.6	8	-3	8	-14	2.1	-1
O=C(c1ccccc1)c1cnc2ccc(Cl)cc2c1N1CCOCC1	21	-6	0.0	-3	-3	6	3	0.7	-13
Cc1cccc(/C=C2/S/C(=N/N=C3\CC4CCC3(C)C4(C)C)NC2=O)c1 (configuration not stated)	14	23	0.0	-12	-5	-1	-8	0.8	-4

Screens deposited in PubChem by The Scripps Research Institute Molecular Screening Center.
